Source: PubChem
TR SRC2 fluor cs: Texas Red fluorescence interference in TRb-SRC2 counter-screen. TRb/SRC2 Texas Red total fluorescence interference. AID 1479. Potency, µM (series often up to 106 µM), inactives show top-dose fluorescence change, negative = quenching. hit rate 0.29% among 280,000; active means well fitted curve in either direction with a large enough effect; inconclusive means small, poorly fitted or top-dose-only effect; further: potency means the concentration at half of the fitted maximal effect; on the % scale 0 is the no-effect control and ±100 the full control effect
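Flags fluorescent or light-absorbing compounds by total fluorescence, S + 2P, at 555 nm excitation and 632 nm emission. Mixture: 20 nM Texas Red SRC2 peptide, 0.6 uM human TRb LBD, 1 uM T3, 5% DMSO; compound exposure 5 h at ambient temperature.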
Epigenetic reg: epigenetic control regulation, reporter derepression; murine LDR cells, GFP reporter derepression, 30 h; Potency, µM (doses to about 53.9 µM), for the others: at the highest dose GFP activation, hits mostly activators; hit rate 0.2% among 280,000; further: potency means the concentration at half of the fitted maximal effect; % of control where 0% means no effect; nearly all actives have a fitted effect of over 60% in size
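GFP-positive cell count by laser-scanning cytometry (objects 20–120 um) after 30 h, 37 C compound exposure of murine LDR cells; reporter is CMV-GFP integrated at a silenced locus, inducible by HDAC or DNMT inhibitors.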
GLA spleen mod: inhibitors or activators of human alpha-galactosidase in spleen homogenate | human spleen homogenate, 4MU-alpha-Gal fluorescence, 40 min | Potency, µM (top dose mostly 80 µM), for inactives: at the top dose activity change, negative = inhibition, most hits filed as inhibitors | hit rate 0.008% among 240,000;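 further: potency means the concentration at half of the fitted maximal effect; 0% = enzyme with vehicle and -100% = no enzyme basal signal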
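qHTS titration in buffer at pH 5.0. Alpha-galactosidase activity in spleen homogenate was measured via 4-methylumbelliferone release from 1 mM fluorogenic substrate after 40 min at 37C and a pH 10 stop. AC50 came from Hill fits of control-normalized data.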
Tau fluor cs: counter-screen for tau fibril formation inhibitors; tau K18 P301L (four-repeat tau fragment) Alexa594 fluorescence, heparin fibrillization; Potency, µM (titrated, usually from 57.7 µM), without a hit: at the top dose activity change, negative = decrease; hit rate 0.93% among 280,000; further: potency means the concentration at half of the fitted maximal effect; on the % scale 0 is the no-effect control and ±100 the full control effect; nearly all actives have a fitted effect of over 55% in size
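Human K18 P301L tau (15 uM unlabeled plus 0.24 uM Alexa 594-labeled, final) in 100 mM sodium acetate pH 7 was mixed with compound and 20 uM heparin and incubated 6 hr at 37 C.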
CBFb-RUNX1 inh: CBF-beta/RUNX1 interaction disruption. Q01196+Q13951. AlphaScreen CBFb-His/RUNX1-biotin binding, biochemical. Potency, µM (top dose mostly 59.8 µM), for the others: top-dose activity, negative = inhibition, hits mostly inhibitors. 230,000 tested, under 10 active. AID 1477; further: % of control where 0% means no effect
Target sequence (Q01196 whole entry, looked up): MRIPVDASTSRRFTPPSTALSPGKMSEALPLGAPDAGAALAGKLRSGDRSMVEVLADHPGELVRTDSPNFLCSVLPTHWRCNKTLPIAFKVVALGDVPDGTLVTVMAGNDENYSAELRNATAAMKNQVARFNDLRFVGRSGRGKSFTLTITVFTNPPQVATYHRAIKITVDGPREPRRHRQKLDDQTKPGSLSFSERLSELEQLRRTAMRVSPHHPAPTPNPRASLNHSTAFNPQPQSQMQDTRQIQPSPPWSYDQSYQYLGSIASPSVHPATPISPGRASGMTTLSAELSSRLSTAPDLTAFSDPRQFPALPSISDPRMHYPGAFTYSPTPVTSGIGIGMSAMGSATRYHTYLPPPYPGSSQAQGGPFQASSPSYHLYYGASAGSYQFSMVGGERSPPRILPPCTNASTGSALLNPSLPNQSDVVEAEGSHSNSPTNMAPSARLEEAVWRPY
Target sequence (Q13951 whole entry, looked up): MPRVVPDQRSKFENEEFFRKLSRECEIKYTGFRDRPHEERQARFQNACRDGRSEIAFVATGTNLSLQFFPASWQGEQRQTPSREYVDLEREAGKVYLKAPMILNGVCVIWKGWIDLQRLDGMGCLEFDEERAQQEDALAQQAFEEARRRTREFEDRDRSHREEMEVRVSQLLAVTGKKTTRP
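Room-temperature protein-protein interaction test with 30 nM each of His-tagged CBF-beta and biotinylated RUNX1, 15 min with compound, then 90 min with nickel plus streptavidin beads. Signal read in AlphaScreen mode.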
NPSR antagonist: neuropeptide S receptor (human) antagonism, cAMP; Q6W5P4; AID 1461; hit rate 1% among 220,000; CHO-NPSR cells, cAMP TR-FRET, antagonist mode; Potency, µM (top dose mostly 38.3 µM), inactives show at the top dose activity change, negative = inhibition, usual class: inhibitors; further: potency means the concentration at half of the fitted maximal effect; on the % scale 0 is the no-effect control and ±100 the full control effect; nearly all actives have a fitted effect of over 50% in size; many of its hits are not listed in these tables
Target sequence (Q6W5P4 whole entry, looked up): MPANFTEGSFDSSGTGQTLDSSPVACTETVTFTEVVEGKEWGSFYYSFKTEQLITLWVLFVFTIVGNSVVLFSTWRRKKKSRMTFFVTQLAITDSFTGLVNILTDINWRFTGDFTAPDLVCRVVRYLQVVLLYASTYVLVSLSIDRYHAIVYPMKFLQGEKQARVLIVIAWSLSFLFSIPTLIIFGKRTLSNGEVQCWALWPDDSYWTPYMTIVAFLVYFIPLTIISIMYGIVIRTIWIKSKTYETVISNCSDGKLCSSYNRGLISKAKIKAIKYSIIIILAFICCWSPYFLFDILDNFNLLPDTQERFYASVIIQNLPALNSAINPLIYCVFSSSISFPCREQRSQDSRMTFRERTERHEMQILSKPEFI
TRb SRC2 PPI: TRbeta-SRC2 interaction inhibition. P10828. TRbeta-SRC2 peptide binding, fluorescence polarization; receptor liganded with 1 µM T3. Potency, µM (series often up to 106 µM), inactives show at the highest dose activity change, negative = inhibition, usual class: inhibitors. hit rate 0.065% among 280,000. AID 1469;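 further: potency means the concentration at half of the fitted maximal effect; plate controls were bound peptide for no effect and peptide without receptor for full effect; nearly all actives have a fitted effect of over 50% in size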
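Polarization signal, normalized between peptide-alone and full complex controls, measured compound effects on T3-liganded human TRb LBD (0.6 uM) binding 20 nM Texas Red SRC2 peptide after 5 hr.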
Tau FP inhib: blocks human tau fibril formation measured by polarization. K18 P301L tau heparin fibrillization, Alexa594 FP, 6 h. Potency, µM (top dose mostly 57.7 µM), for inactives: top-dose activity, negative = inhibition, hits mostly inhibitors. P10636. hit rate 0.39% among 280,000. AID 1468; further: potency means the concentration at half of the fitted maximal effect; on the % scale 0 is the no-effect control and ±100 the full control effect; nearly all actives have a fitted effect of over 55% in size
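Steps: dispense K18 P301L tau (15 uM plus 0.24 uM Alexa 594 tracer, final) in pH 7 sodium acetate; add compound; add heparin (20 uM final); incubate 6 hr, 37 C; add ThT (30 uM final); after 1 hr ambient, read FP.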
Active calls of the source: *; u = inconclusive; x = no result given; [ ] = remark or other dose. Unless noted, the call rests on the fitted dose curve; in most records, active means well fitted curve in the direction sought with a large enough effect; inconclusive means small, poorly fitted or top-dose-only effect, or another doubt; inactive means no such curve, though single readings can be large; an effect the other way counts as inactive or inconclusive. A portion of the library (hit frequency here may not be typical).

Structure,TR SRC2 fluor cs,Epigenetic reg,GLA spleen mod,Tau fluor cs,CBFb-RUNX1 inh,NPSR antagonist,TRb SRC2 PPI,Tau FP inhib
COc1ccc(CNc2ncncc2-c2ccccc2CN(C)C)c(OC)c1,-23%,-0.4%,5%,-7%,x,x,1%,-2%
CC(C)N(C(=O)CSc1nnnn1-c1ccc2c(c1)OCO2)C(C)C,-1%,-1.4%,6%,0%,7%,15%,-6%,1%
CSc1ccc(CCNC(=O)c2ccc(CS(=O)Cc3ccc(Cl)cc3)o2)cc1 (stereo not given),-1%,-2.1%,x,-16%,x,x,2%,2%
N#C/C(=N\Nc1ccc(Cl)cc1)C(=O)c1ccsc1,-10%,0.5%,-7%,u,u,u,-4%,3%
COc1ccc(N2CCN(S(=O)(=O)c3ccc(OC)c(-c4noc(C)n4)c3)CC2)cc1,-2%,5µM*,x,-10%,x,x,4%,-4%
CCCn1nnnc1SCC(=O)NCc1cccs1,0%,-0.9%,-2%,-7%,4%,-5%[7.67 µM],-5%,4%
COc1ccc(N2C(=S)N=C(Nc3ccccc3)C23CCCCC3)cc1,-1%,12%,-8%,-2%,-8%,16%,-1%,-5%
CCn1c(=O)cc(OCC(=O)N2CCN(c3ccc(C)cc3)C(C)C2)c2ccccc21 (stereo not given),-3%,-0.3%,x,-7%,x,x,-10%,-5%
CN(CCc1nc2ccc(Cl)cc2[nH]1)Cc1nc(CC2CC2)no1,0%,7.0%,4%,-9%,-5%,6%,3%,-4%
CC1=CC(=O)C2=C(C)CC[C@@H]3[C@@H](OC(=O)[C@H]3C)[C@H]12,-2%[53 µM],1.1%[16.9 µM],8%[29.1 µM],x,3%[21.7 µM],x,-3%[53 µM],x
O=S(=O)(NCC(c1ccco1)N1CCOCC1)c1ccc(Br)cc1 (stereo not given),0%,5.6%,x,-4%,x,x,-7%,-1%
O=C(COc1ccccc1/C=C1/NC(=O)NC1=O)Nc1ccccc1,-3%,-1.9%,-7%,-10%,4%,2%,-4%,-2%
Cc1cccc(NC(=O)C2CCCN2C(=O)Oc2ccccc2)c1C (stereo not given),-3%,-1.0%,12%,-2%,5%,5%,-21%,-2%
CCOC(=O)c1c(NC(=O)CSc2cn(CCNC(=O)c3ccccc3F)c3ccccc23)sc2c1CCC2,-16%,0.0%,x,-25%,x,x,10%,-14%
C=CCn1c(CNC(=O)c2ccco2)nnc1SCC(=O)Nc1cccc(Br)c1,2%,1.9%,-11%,-14%,1%,-8%[46.1 µM],-1%,-11%
CCc1cc2c(=O)c(-c3cscn3)coc2cc1OC,-4%,0.7%,-7%,-7%,9%,3%[46.1 µM],-3%,-7%
CC(=O)Nc1ccc(S(=O)(=O)Nc2cccc(-c3csc(C)n3)c2)cc1,-2%[53 µM],1.0%,-2%,-22%,-3%,2%,-2%[53 µM],-3%
Cc1ccc(Cl)cc1N1CCN(C(=O)CCn2c(=O)c3cccn3c3cccnc32)CC1,1%,-0.2%,x,-22%,x,x,2%,9%
CC(NC(=O)c1cc(Br)ccc1Cl)c1ccccc1 (stereo not given),-4%,-0.1%,4%,5%,9%,-3%,-2%,-6%
CCOc1ccc(CNC(=O)C2CCN(S(=O)(=O)c3ccc4c(ccn4C)c3)CC2)cc1,1%,-0.9%,x,-13%,x,x,0%,2%
O=C1CC(c2ccc(F)cc2)C(n2cncn2)C(O)=C1C1NCCc2ccccc21 (stereo not given),-2%,-1.2%,10%,4%,4%,6%,-5%,-3%
CCC(CC)C(=O)Nc1cccc(C(=O)Nc2ccc(OC)cc2[N+](=O)[O-])c1,2%,1.2%,-7%,-6%,1%,-15%[46.1 µM],6%,-4%
COc1ccc(CN2C(=O)CCCc3ccccc32)cc1,-1%,-3.5%,-5%,-2%,1%,-1%,-4%,0%
COc1ccc(-c2c(C)nn3c(-c4ccccc4)cc(-c4ccccc4)nc23)cc1,2%,7.8%,x,-27%,x,x,0%,8%
Cc1nc(Nc2nc3ccccc3o2)nc(C)c1C(=O)Nc1ccc(F)cc1,-2%[53 µM],4.5%,2%,-15%,6%,8%,6%[53 µM],-7%
CC(C)c1ccc(NC(=O)C2C3C=CC4(CN(CCCN5CCOCC5)C(=O)C24)O3)cc1 (stereo not given),2%,-7.8%,-7%,-7%,0%,-9%[46.1 µM],8%,-2%
C=CCO/N=C(/C)c1c(O)c(CC)c(-c2ccccc2)n(-c2ccccc2)c1=O,-4%,-3.5%,5%,-9%,9%,2%[46.1 µM],-4%,1%
CCOC(=O)c1[nH]c2c(c1-c1ccccc1)C(=O)CC(c1ccc(Cl)cc1)C2 (stereo not given),-1%,13%,-2%,0%,-2%[2.36 µM],-40%,3%,u
COCc1cc(C)n(CC(=O)Nc2cc(C)cc(C)c2)c(=O)c1C#N,-2%,-3.9%,4%,-3%,-1%,-16%,-3%,4%
Nc1nc2ccc(N3CCOCC3)cc2s1,-1%,-1.1%,-14%,-6%,1%,-20%[46.1 µM],8%,6%
O=C(NN1C(=O)c2ccccc2NC1c1ccccn1)c1ccccc1 (stereo not given),7%,-0.1%,-8%,2%,2%,9%,0%,2%
Cc1ccc(C)c(OCC(=O)N2CCOCC2)c1,-2%,3.0%,0%,-4%,1%,10%[46.1 µM],5%,-11%
N#Cc1ccc(Nc2ccccc2)c(N)c1,9%,1.0%,3%,-17%,0%,-16%[46.1 µM],-8%,4%
CCOC(=O)c1c(CC(C)C)csc1/N=C/C1C(=O)CC(C)(C)CC1=O,0%,-1.3%,0%,-21%,5%,6%,-4%,3%
Brc1ccc(-c2cnc3n2CCCC3)cc1,3%,4.3%,5%,-16%,8%,12%[46.1 µM],-2%,-12%
CCC(CO)NCc1ccc(OC2CCCC2)cc1 (stereo not given),-7%,2.5%,-2%,8%,21%,-2%[46.1 µM],2%,7%
CSc1nc(-c2ccc(F)cc2)cc(=O)[nH]1,-2%,2.6%,-2%,0%,-11%,7%,-1%,2%
Nc1nc(CSc2ccccn2)nc(Nc2ccccc2)n1,-1%,0.0%,-9%,-9%,6%,-5%[46.1 µM],-4%,-7%
COc1ccc(S(=O)(=O)Nc2cccc(SC)c2)cc1OC,1%,-2.0%,8%,-11%,-1%,-3%[46.1 µM],1%,5%
Cc1ccc(N2C(=O)C3C4CC(=O)C(c5ccccc54)C3C2=O)cc1 (stereo not given),-1%,-0.9%,-6%,-6%,-2%,-11%[46.1 µM],-5%,-2%
CCOC(=O)/C(C#N)=C/c1ccc(-c2ccc(Br)cc2)o1,3%,u,x,-14%,x,x,-3%,-13%
Cc1cccc(NC(=O)Cn2c(O)c(N=NC(=O)c3ccncc3)c3ccccc32)c1,-1%,8.4%,3%,-27%,4%,-21%,9%,-5%
CC(C)(C(=O)Nc1nccs1)c1ccccc1,1%,-0.2%,2%,-2%,0%,-3%,-5%,-10%
CCC(C(=O)Nc1cccc(Cl)c1C)n1nc(-c2ccc(C)cc2)ccc1=O (stereo not given),-1%,-5.5%,x,u,x,x,3%,-4%
CCOc1cc(N2CCOCC2)c(OCC)cc1NC(=O)C1CCCC1,-2%,0.5%,0%,-9%,2%,-2%[46.1 µM],-3%,2%
CC1CN(c2nc(Nc3ccccc3)nc(N)c2[N+](=O)[O-])CC(C)O1 (stereo not given),-4%,-1.8%,-9%,-22%,-10%,u,-3%,2%
Cc1ccc2nc(-c3cccc(NC(=O)c4ccc5c(c4)OCCO5)c3)oc2c1,-2%,2.1%,-8%,u,1%,-28%[46.1 µM],-2%,u
Cc1nc2scc(-c3ccco3)c2c(=O)n1/N=C/N(C)C,-1%,2.0%,1%,-4%,-1%,-3%[46.1 µM],9%,u
COc1ccc(C(=O)N/C(=C/c2cccc3ccccc23)C(=O)NCCc2c[nH]c3ccccc23)cc1OC,1%,-1.8%,9%,u,-18%,-5%,10%,4%
COc1cccc(NC(=O)c2nnn(Cc3ccc(OC)c(Br)c3)c2N)c1,-2%,3.3%,x,-19%,x,x,4%,u
COc1ccc(C(=O)NC2CCN(C(=S)NCCc3ccccc3)CC2)cc1,2%,-2.9%,-4%,-9%,3%,30%,4%,-9%
O=C(CSCc1ccc([N+](=O)[O-])cc1)Nc1cccc(C(=O)Nc2ccccc2C(=O)O)c1,-3%,0.4%,7%,-6%,-11%,-6%[46.1 µM],-14%,9%
CCOc1ccc(N(CC(=O)Nc2ccccc2CC)S(=O)(=O)c2c(C)[nH]c(=O)[nH]c2=O)cc1,1%,0.8%,x,-10%,x,x,5%,0%
O=C(CCC1CCCCC1)NCCN1C2=NC[C@@H](Cc3ccccc3)N2C[C@H]1Cc1ccc(O)cc1,1%,-0.8%,0%,-4%,3%,60%,13%,6%
CCN(CC)S(=O)(=O)c1cccc(C(=O)N/N=C2\CC(=O)CC(C)(C)C2)c1,3%,-1.3%,-6%,-24%,-2%,10%,1%,5%
O=C(CO/N=C/c1ccccc1OC(F)F)NC1CCCCC1,0%,0.0%,-11%,1%,6%,-1%,-13%,-1%
Fc1ccccc1NC(=S)N(CCCN1CCOCC1)Cc1cccnc1,0%,1.5%,0%,-2%,1%,1%,-3%,-1%
Cc1onc(-c2ccccc2Cl)c1C(N)=O,0%,-1.6%,-8%,1%,2%,-1%[46.1 µM],7%,-4%

A run of entries from further up:
Structure,TR SRC2 fluor cs,Epigenetic reg,GLA spleen mod,Tau fluor cs,CBFb-RUNX1 inh,NPSR antagonist,TRb SRC2 PPI,Tau FP inhib
COc1ccc(CNc2ncncc2-c2ccccc2CN(C)C)c(OC)c1,-23%,-0.4%,5%,-7%,x,x,1%,-2%
CC(C)N(C(=O)CSc1nnnn1-c1ccc2c(c1)OCO2)C(C)C,-1%,-1.4%,6%,0%,7%,15%,-6%,1%
